Compound activity deposited in PubChem BioAssay by Broad Institute.
CASP6 VEID inh – inhibitors of human caspase-6. P55212. purified caspase-6, Z-VEID-R110 cleavage fluorescence. inhibition, % at 12.5 µM. 350,000 tested, 0.53% active. AID 686996;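 active = mean inhibition across replicates at least about 35%, with every replicate also reaching that limit, limit read from the data; inconclusive = only one of the two criteria met; inactive = neither criterion met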;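 note: 0% = median of neutral control wells and 100% = no fluorescence left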
Target sequence (P55212 24-179 limits assumed): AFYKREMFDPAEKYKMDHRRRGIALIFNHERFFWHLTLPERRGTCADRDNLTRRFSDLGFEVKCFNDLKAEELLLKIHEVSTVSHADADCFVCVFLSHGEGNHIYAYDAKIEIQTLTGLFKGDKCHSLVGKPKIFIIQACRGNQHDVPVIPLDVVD
Target sequence (P55212 194-293 limits assumed): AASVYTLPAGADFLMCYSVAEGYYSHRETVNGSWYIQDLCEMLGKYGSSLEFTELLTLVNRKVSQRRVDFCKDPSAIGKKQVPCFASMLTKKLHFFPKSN
ERAP1 inh – inhibitors of human ERAP1 aminopeptidase | AID 652197 | recombinant ERAP1, Leu-AMC fluorescence, 60 min | inhibition, % at 10.7 µM | 340,000 tested, 0.15% active;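 active = mean replicate inhibition of at least 30%, or all replicates individually reaching that 30% level; inactive = mean below 30% and not every replicate reaching it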;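 note: 0% = neutral control wells and 100% = L-leucinethiol positive control wells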
SIRT5 inh – sirtuin-5 (human) deacylase inhibition | Q9NXA8 | Purified SirT5, succinyl-peptide AMC, trypsin-coupled fluorescence | inhibition, % at 15 µM | 330,000 tested, 1.1% active | AID 652115; in the data active = inhibition above about 15%; inconclusive = no clear call, values can overlap the other calls
Target sequence (Q9NXA8 whole entry, looked up): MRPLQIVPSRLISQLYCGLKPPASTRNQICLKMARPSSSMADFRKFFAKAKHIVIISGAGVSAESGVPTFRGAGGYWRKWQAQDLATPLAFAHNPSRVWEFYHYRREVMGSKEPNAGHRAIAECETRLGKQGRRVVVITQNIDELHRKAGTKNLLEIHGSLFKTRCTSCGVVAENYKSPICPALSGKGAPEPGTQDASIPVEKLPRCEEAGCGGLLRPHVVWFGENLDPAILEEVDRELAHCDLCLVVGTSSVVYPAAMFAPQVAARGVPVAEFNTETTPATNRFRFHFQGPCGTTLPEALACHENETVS
F508del corr – CFTR F508del correction in bronchial cells; CFBE cells, YFP halide quenching; stimulated with forskolin plus potentiator P3; % fluorescence drop versus neutral controls; activity (quench increase), % at 7.58 µM; AID 720511; 350,000 tested, 0.36% active;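 active = mean added fluorescence quench of at least 8% versus neutral control, with both replicates also reaching 8%; inconclusive = only one of the mean or replicate conditions met; inactive = mean below 8% and not both replicates reaching 8%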;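 note: cells transiently co-express mutant CFTR-F508del with the halide-sensitive YFP; corrector assay measuring rescue of mutant channel to the surface after 24 h compound exposure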
DENV2 CPE rescue – inhibitors of DENV2 cytopathic effect. 350,000 tested, 1.7% active. CPE inhibition, % at 9.99 µM. AID 651640. DENV2-infected cells, cytopathic effect rescue, plate reader; in the data active = CPE inhibition above about 20%, passing the limit was not always enough; inconclusive = no clear call, values can overlap the other calls; tested in BHK-21 cells;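 note: 0% = median of neutral control wells and 100% = median of positive control wells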
ERp5 block – blocks human ERp5 reductase activity on insulin | ERp5 insulin aggregation, absorbance 650 nm, 90 min | inhibition, % at 9.99 µM | 350,000 tested, 0.05% active | AID 651711;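 active = mean replicate inhibition above about 25%, with every replicate also reaching it, limit read from the data, passing the limit was not always enough; inconclusive = only one of those two criteria met; inactive = neither criterion met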
Target sequence (Q15084 whole entry, looked up): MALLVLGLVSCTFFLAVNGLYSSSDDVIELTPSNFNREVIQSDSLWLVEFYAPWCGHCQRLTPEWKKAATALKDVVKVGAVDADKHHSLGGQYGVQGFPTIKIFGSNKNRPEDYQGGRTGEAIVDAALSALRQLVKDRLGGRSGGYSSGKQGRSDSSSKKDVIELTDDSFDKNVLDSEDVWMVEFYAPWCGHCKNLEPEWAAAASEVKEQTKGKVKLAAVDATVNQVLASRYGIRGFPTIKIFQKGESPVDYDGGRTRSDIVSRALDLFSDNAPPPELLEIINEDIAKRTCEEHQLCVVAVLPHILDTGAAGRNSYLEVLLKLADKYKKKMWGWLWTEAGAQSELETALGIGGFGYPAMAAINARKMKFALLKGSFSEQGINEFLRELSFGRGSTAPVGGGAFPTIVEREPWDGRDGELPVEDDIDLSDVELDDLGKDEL
miR-122 sensor – blocks miR-122 activity in Huh7 sensor cells; Huh7 miR-122 Renilla luciferase sensor, 48 h; neutral wells = 0, positive control = 100; 340,000 tested, 0.3% active; activation (reporter increase), % at 12.5 µM;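 active = mean replicate activation score at least 90 and every replicate individually at or above 90; inconclusive = only one of the two criteria met; inactive = neither criterion met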;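 note: higher luciferase means less miR-122 activity so hits act as miR-122 inhibitors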
* = called active by the depositor; ? = inconclusive; . = no result given; [ ] = another dose, or the depositor's remark.

Order of results – CASP6 VEID inh | ERAP1 inh | SIRT5 inh | F508del corr | DENV2 CPE rescue | ERp5 block | miR-122 sensor
- O=c1c(Cc2c(F)cccc2Cl)c(O)ccn1Cc1ccc2c(c1)OCO2
    0 | . | -2 | -2.2 | -2 | 0 | -5
- C#CCNC(=O)C[C@@H]1C[C@@]2(C(=O)OCC)CCCC=C2N(Cc2ccc(Cl)cc2Cl)C1=O
    4 | -1 | -10 | -1.4 | 1 | 3 | .
- COC(=O)c1sccc1-n1cc2c(c1-c1ccccc1)c(=O)n(C)c(=O)n2C
    0 | 1 | -4 | -2.3 | 1 | 3 | 3
- CC(=O)c1c(N)n(C)c(=O)n(C)c1=O
    1 | 0 | 3 | -4.0 | 5 | 1 | .
- CCOc1cc(C2C3=C(CC(C)(C)CC3=O)Nc3n[nH]c(C)c32)ccc1O (configuration not stated)
    2 | -2 | 1 | 1.3 | -3 | 0 | -4
- CCOc1ccc(-c2noc(CCCC(=O)NC3CCCC3)n2)cc1OC
    -1 | -3 | 19* | -2.5 | 2 | 0 | -2
- CCOc1ccc(NC(=O)CN(C)CC(=O)NC(C)c2ccccc2)cc1OCC (configuration not stated)
    0 | -3 | 2 | -0.8 | -4 | -1 | 5
- CN(Cc1ccccc1)c1oc(COc2ccccc2F)nc1C#N
    1 | 1 | -4 | 1.8 | -4 | -1 | -4
- CC(=O)c1ccc(N2CCN(S(=O)(=O)c3ccc4c(c3)NC(=O)CC(=O)N4)CC2)cc1
    8 | 1 | -1 | 1.6 | -2 | 1 | 8
- CC(=O)c1ccc(N2CCN(S(=O)(=O)c3cn(C)c(C)n3)CC2)cc1
    -2 | -1 | 7 | -2.2 | -2 | -5 | 0
- O=c1[nH]ncn1-c1ccccc1
    3 | 4 | -1 | -0.8 | -7 | -2 | 1
- O=C(NCCCO)/C(=C\c1ccco1)NC(=O)c1ccc(Br)o1
    2 | -2 | 2 | . | 3 | 1 | .
- C[C@H](CO)N1C[C@H](C)[C@H](CN(C)Cc2ccc3c(c2)OCO3)Oc2ccc(NC(=O)C3CCCCC3)cc2CC1=O
    -1 | 2 | 6 | -2.4 | . | -3 | -6[16.7 µM]
- CC(=O)NCc1nc2ccccc2n1Cc1ccccc1C
    0 | 1 | -5 | 2.1 | 4 | 4 | -3
- C[C@@H]1CN([C@H](C)CO)C(=O)Cc2cc(NC(=O)C3CC3)ccc2O[C@@H]1CN(C)S(=O)(=O)c1ccc(Cl)cc1
    5 | -2 | 2 | 0.3 | -10 | -6 | -2[16.7 µM]
- Cc1noc(C)c1NC(=O)N(C)C[C@@H]1Oc2ccc(NC(=O)CCCN(C)C)cc2C(=O)N([C@@H](C)CO)C[C@@H]1C
    2 | -1 | -1 | 1.3 | 5 | 2 | -8[16.7 µM]
- COc1ccc(NC(=O)C(NC(=O)CC2NC(=O)NC2=O)c2ccccc2)cc1 (configuration not stated)
    1 | 0 | 13 | . | -14 | 1 | .
- COc1ccc(S(=O)(=O)Nc2ccccc2C(=O)NN2CCOCC2)cc1OC
    -3 | 1 | -3 | -1.8 | 11 | -4 | .
- CC(C)(C)C(=O)NCC12C=CC(O1)C1C(=O)N(c3ccccc3)C(=O)C12 (configuration not stated)
    -2 | -1 | -10 | -1.6 | 13 | 2 | .
- CCCN(C)C[C@@H]1OCCCC[C@H](C)Oc2ccc(NC(=O)c3ccccc3)cc2C(=O)N([C@H](C)CO)C[C@@H]1C
    -6 | 0 | 6 | 1.8 | -6 | 2 | -1[16.7 µM]
- CC(=O)c1ccc(N2CCc3ccccc3C2)c([N+](=O)[O-])c1
    -3 | . | . | 0.2 | 2 | 4 | -15
- C[C@@H]1CN([C@@H](C)CO)C(=O)Cc2cc(NC(=O)Cc3cn(C)c4ccccc34)ccc2O[C@@H]1CN(C)C
    -1 | -1 | -7 | -0.4 | 2 | 2 | 14[16.7 µM]
- COc1ccc(S(=O)(=O)Nc2ccc3c(c2)C(=O)N([C@@H](C)CO)C[C@@H](C)[C@@H](CN(C)C(=O)c2ccncc2)OCCCC[C@@H](C)O3)cc1
    2 | 3 | -2 | 2.4 | ? | -5 | 2[16.7 µM]
- CCCn1nnnc1SCC(=O)NNC(=O)c1ccco1
    2 | -2 | . | -1.1 | 1 | 2 | .
- COC(=O)[C@H](Cc1ccccc1)NC(=O)Cn1cnc2c(OCc3ccccc3)ncnc21
    0 | -1 | 1 | 2.3 | -1 | -11 | .
- C[C@H]1CN([C@@H](C)CO)C(=O)c2cc(NC(=O)NC3CCCCC3)ccc2O[C@H]1CN(C)Cc1ccc(-c2ccccc2)cc1
    -2 | -1 | 4 | 0.9 | -10 | 2 | -5[16.7 µM]
- OC[C@H]1O[C@@H](O[C@@H]2[C@@H](CO)O[C@@](O)(CO)[C@H]2O)[C@H](O)[C@@H](O)[C@H]1O
    0 | -2 | -4 | -0.9 | 4 | 9 | 6
- O=C(Nc1cccc(NC(=O)c2cccs2)c1)c1ccc(Br)cc1
    0 | -3 | -1 | 1.4 | -7 | 1 | 12
- C[C@H](CO)N1C[C@H](C)[C@H](CN(C)C(=O)c2ccccc2)OCCCC[C@H](C)Oc2ccc(NC(=O)Nc3ccc(F)cc3)cc2C1=O
    -2 | -8 | 3 | -4.4 | 4 | -7 | 21[16.7 µM]
- Cc1ccccc1S(=O)(=O)N[C@@H]1CC[C@H](CCn2cc(Cc3ccccc3)nn2)O[C@H]1CO
    -1 | 1 | 3 | 1.4 | 3 | -1 | .
- Cc1c2cnn(-c3ccccc3)c(=O)c2c(C)n1CCCC(=O)NCCN1CCN(C)CC1
    -135 | . | -2 | 0.9 | -3 | -2 | .
- CCCC(=O)Nc1ccccc1-c1nnc(SC)[nH]c1=O
    -1 | -4 | 2 | -2.0 | -2 | -6 | -5
- C[C@@H]1CN([C@@H](C)CO)C(=O)Cc2cc(NC(=O)Nc3ccc4c(c3)OCO4)ccc2O[C@@H]1CN(C)S(=O)(=O)c1ccccc1
    -1 | -1 | 11 | -0.8 | 0 | 4 | 0[16.7 µM]
- O=C(COC(=O)c1ccncc1)NCc1ccccc1
    -2 | 1 | -1 | . | . | 8 | .
- O=C(O)c1cc(-c2cccs2)nn1-c1ccc(F)cc1
    -2 | -1 | -1 | -0.5 | 2 | -1 | .
- COCCCn1c(SCC(=O)NC2CCCCC2)nnc1-c1ccco1
    -2 | 2 | -4 | -4.5 | 1 | 0 | 3
- CCc1cc(-c2n[nH]c(C)c2-c2nc3ccccc3s2)c(O)cc1OCC(=O)NN
    -3 | -1 | -2 | 1.6 | 0 | 3 | .
- Nc1cccc(C(=O)O)c1
    11 | -2 | 1 | -5.2 | 9 | -1 | 2
- CC1CCCCN1S(=O)(=O)c1cn(C)c(=O)n(C)c1=O (configuration not stated)
    -2 | 1 | 0 | -0.5 | 2 | -3 | .
- COc1ccccc1C(=O)OCC(=O)Nc1ccccc1OC(F)F
    2 | . | 1 | -0.5 | -7 | -4 | .
- C[C@H]1CN([C@@H](C)CO)C(=O)c2cc(-c3ccncc3)cnc2O[C@@H]1CN(C)S(=O)(=O)c1ccc(F)cc1
    0 | -3 | -1 | 2.0 | 0 | -1 | 6[16.7 µM]
- CCC(=O)Nc1ccc2c(c1)OC[C@H](C)N(Cc1ccccn1)C[C@H](C)[C@H](OC)CN(C)C2=O
    -1 | 1 | -1 | 0.4 | -8 | -2 | .
- Cc1cc(C(=O)NCCN2CCOCC2)ccc1[N+](=O)[O-]
    3 | -5 | -2 | 0.6 | -2 | 2 | 0
- Cc1cccc(-c2cc3nc(C)cc(C)n3n2)c1
    1 | -3 | -3 | -2.5 | -7 | -29 | 13
- COc1ccccc1NC(=O)N1C[C@@H]2[C@H](c3ccccc31)[C@@H](CO)N2C(=O)c1ccccc1
    -2 | 2 | 1 | 1.9 | 15 | 0 | -17[16.7 µM]
- O=C(CNCc1ccco1)Nc1ccccc1-n1cccc1
    -1 | 8 | -2 | 2.1 | 12 | -7 | .
- CCOC(=O)c1noc(C)c1C(=O)Nc1nc(C)cc(C)n1
    0 | 0 | 0 | -1.7 | -2 | -1 | .
- CC[C@]12c3[nH]c4ccccc4c3CCN1C(=O)C(CC(=O)NCCc1ccccn1)C[C@@H]2C(=O)N1CCN(C(=O)C2CC2)CC1 (some centres not stated)
    -39 | -5 | -2 | 1.2 | 13 | -5 | -7
- Cc1ccc2[nH]cc(CCNC(=O)c3ccc4c(c3)OCO4)c2c1
    1 | 0 | -1 | -0.3 | -2 | -9 | 0
- S=c1[nH]ccn1-c1ccccc1Cl
    0 | 6 | -5 | 0.3 | 4 | -1 | -1
- O=[N+]([O-])c1ccc(Cl)c(CN2CCCCCC2)c1
    -3 | -2 | 1 | -14 | 8 | 1 | 0
- O=C(CCc1nnc(Cc2cccc(C(F)(F)F)c2)o1)NC1CC1
    1 | -1 | -4 | -2.9 | . | 7 | .
- COc1ccc(C2=Nc3ccccc3N(C(=O)c3cccnc3)C2C(=O)NC(C)(C)C)cc1 (configuration not stated)
    -4 | -2 | . | -1.6 | 4 | -1 | .
- C[C@H](CO)N1C[C@H](C)[C@@H](CN(C)C(=O)Nc2ccccc2F)Oc2ncc(-c3ccc(F)cc3)cc2C1=O
    -5 | 0 | -1 | 3.9 | -4 | 1 | -4[16.7 µM]
- CC(C)C[C@@H]1NC(=O)[C@@H]2C[C@H](C(=O)NCCCCCCN(C)C)[C@H](c3ccc(O)cc3)N2C1=O
    -28 | 0 | -3 | -2.7 | -2 | -2 | .
- O=C(O)CCCC(=O)Nc1cccc([N+](=O)[O-])c1
    2 | -5 | -5 | -0.3 | -3 | 7 | .
- O=C1NC[C@@H](CCCCN2C[C@H](Cc3ccccc3)N(CCc3ccccc3)C(=O)C2=O)N(Cc2ccccc2)C1=O
    9 | 0 | 1 | 0.2 | 4 | 4 | .
- O=C1c2oc3ccccc3c(=O)c2C(c2cccc(O)c2)N1c1ccccn1 (configuration not stated)
    4 | 1 | . | -0.2 | -7 | 1 | -5
- CNC(=O)c1c(NC(=O)CS(=O)(=O)c2ccc(F)cc2)sc(C)c1C
    3 | -3 | 0 | 1.4 | 3 | 0 | -3
- CN=C(Nc1ccc(C(=O)OC)s1)c1ccccc1
    -1 | 0 | 32* | -3.8 | . | 2 | -15

Continuation.
Order of results – CASP6 VEID inh | ERAP1 inh | SIRT5 inh | F508del corr | DENV2 CPE rescue | ERp5 block | miR-122 sensor
- C[C@@H]1CN([C@@H](C)CO)S(=O)(=O)c2ccc(C#Cc3ccncc3)cc2O[C@@H]1CN(C)S(=O)(=O)c1ccc(F)cc1
    2 | 3 | -14 | -5.0 | 3 | 4 | 48[16.7 µM]
- Fc1ccccc1CNC(=S)NCc1ccc(Cl)cc1
    0 | 2 | 0 | -2.2 | 16 | -1 | .
- O=C(CCc1nc2ccccc2s1)OCC(=O)c1ccc[nH]1
    0 | 0 | 3 | 0.5 | 4 | -1 | -3
- Cc1cccc(COCC(Cc2ccccc2)N2CCN(C(=O)c3ccc(Cl)c(Cl)c3)CCC2=O)c1 (configuration not stated)
    -8 | -4 | -3 | 1.7 | 4 | -1 | -4
- COc1cccc(CN2CCC(n3nccc3NC(=O)CCCc3ccccc3)CC2)c1O
    -1 | 0 | -2 | -1.8 | -1 | -2 | -8
- O=c1c2oc3ccccc3c2ncn1Cc1ccc(Cl)cc1
    -2 | -5 | 0 | -3.2 | -2 | 0 | -9
- COc1cccc(C(=O)Nc2ccc3c(c2)OC[C@H](C)NC[C@@H](C)[C@H](OC)CN(C)C3=O)c1
    1 | 1 | -3 | 0.0 | 4 | -15 | -1[16.7 µM]
- COc1ccc(OCCOC(=O)CNC(=O)c2ccc(F)cc2)cc1
    -2 | 2 | . | 3.1 | -7 | 0 | -4
- N/C(=N\OS(=O)(=O)c1ccc(Cl)cc1)c1ccccn1
    -1 | 13 | -1 | 2.5 | -1 | 1 | .
- CN1CCC(CC(C(=O)N2CCCC2)(c2ccccc2)c2ccccc2)C1 (configuration not stated)
    -3 | 1 | -8 | -4.2 | 1 | -1 | .
